Bioassay records deposited in PubChem by National Center for Advancing Translational Sciences (NCATS).
KDM5B inh = blocks human KDM5B histone demethylase activity; Potency, µM (top dose mostly 57.7 µM), for the others: at the top dose activity change, negative = inhibition, hits mostly inhibitors; KDM5B demethylase, FDH-coupled NADH fluorescence (FDH is formaldehyde dehydrogenase); 220,000 compounds, 2.6% hits; AID 1347165; Q9UGL1; active = well fitted inhibition curve with a large enough effect; inconclusive = small, poorly fitted or top-dose-only effect; inactive = no such curve, though single readings can be large or run the other way; note: 0% is about no effect; nearly all actives have a fitted effect of over 70% in size
Target sequence (Q9UGL1 whole entry, looked up): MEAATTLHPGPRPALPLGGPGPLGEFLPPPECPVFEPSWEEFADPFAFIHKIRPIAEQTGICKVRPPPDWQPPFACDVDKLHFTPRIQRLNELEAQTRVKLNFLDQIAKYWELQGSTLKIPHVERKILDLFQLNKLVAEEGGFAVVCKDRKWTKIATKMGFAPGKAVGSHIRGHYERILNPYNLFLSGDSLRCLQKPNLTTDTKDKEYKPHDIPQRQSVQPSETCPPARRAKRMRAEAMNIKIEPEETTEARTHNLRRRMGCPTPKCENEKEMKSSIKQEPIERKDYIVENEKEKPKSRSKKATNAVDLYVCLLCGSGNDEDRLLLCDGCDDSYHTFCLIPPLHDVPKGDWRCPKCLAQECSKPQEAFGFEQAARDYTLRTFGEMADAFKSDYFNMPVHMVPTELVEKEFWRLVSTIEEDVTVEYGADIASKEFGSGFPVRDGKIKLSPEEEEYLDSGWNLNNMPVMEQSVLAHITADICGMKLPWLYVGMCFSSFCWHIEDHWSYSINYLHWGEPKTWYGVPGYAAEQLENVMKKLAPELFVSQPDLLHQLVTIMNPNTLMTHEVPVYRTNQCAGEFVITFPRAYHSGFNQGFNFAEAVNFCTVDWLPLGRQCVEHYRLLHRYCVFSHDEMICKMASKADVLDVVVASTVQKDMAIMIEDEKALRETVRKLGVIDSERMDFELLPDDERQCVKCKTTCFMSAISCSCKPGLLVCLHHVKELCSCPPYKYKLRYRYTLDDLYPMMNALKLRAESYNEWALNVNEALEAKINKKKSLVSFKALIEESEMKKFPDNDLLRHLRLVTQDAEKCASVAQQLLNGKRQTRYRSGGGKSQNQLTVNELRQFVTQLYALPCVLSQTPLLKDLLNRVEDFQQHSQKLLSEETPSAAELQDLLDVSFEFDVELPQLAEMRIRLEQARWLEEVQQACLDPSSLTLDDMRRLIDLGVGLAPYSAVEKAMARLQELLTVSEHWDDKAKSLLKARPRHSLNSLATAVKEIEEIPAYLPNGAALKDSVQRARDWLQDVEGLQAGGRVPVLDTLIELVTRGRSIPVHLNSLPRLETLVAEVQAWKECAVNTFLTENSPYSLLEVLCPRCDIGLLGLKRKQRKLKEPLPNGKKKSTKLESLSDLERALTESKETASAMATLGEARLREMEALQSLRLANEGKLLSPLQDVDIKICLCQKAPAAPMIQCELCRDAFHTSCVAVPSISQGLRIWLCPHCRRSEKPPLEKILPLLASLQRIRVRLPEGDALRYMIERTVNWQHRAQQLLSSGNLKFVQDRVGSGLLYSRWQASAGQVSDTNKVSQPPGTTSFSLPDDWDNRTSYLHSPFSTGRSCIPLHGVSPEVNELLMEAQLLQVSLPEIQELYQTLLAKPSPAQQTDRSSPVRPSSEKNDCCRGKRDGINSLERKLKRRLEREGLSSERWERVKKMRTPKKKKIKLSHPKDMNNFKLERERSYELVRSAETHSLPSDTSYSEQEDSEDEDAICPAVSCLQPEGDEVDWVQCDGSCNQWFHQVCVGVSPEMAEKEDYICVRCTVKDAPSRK
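KDM5BΔAP (200 nM final) in 50 mM HEPES pH 7.5, 0.01% Tween-20 was preincubated 10 min at RT with compound over a concentration range. Substrate mix (H3K4me3 12.5 µM, α-KG 25 µM, Fe²⁺, ascorbate, NAD⁺, FDH) was added, and NADH fluorescence change over 30 min gave dose-response curves.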
The depositor's hits bear a star; i = inactive; u = inconclusive; [ ] = remark or other dose. Potency is the fitted concentration of half-maximal effect. Some of the compounds tested, so the mix of outcomes need not match the whole.

Molecule	KDM5B inh
COCc1nnc2n1CCC(NC(=O)c1n[nH]c3ccccc13)CC2 (centres undefined)	28.2µM*
Cc1ccc(-c2cc(=O)c3cc(NC(=O)c4ccccc4F)ccc3o2)cc1	-8.6%
COc1ccc(CCNC(=O)C2=C(C)C(=O)OC23CCCCC3)c(OC)c1	-39.8%
CC(=O)NC1(C)CCCN(Cc2cccc(-c3ccccc3)c2)C1 (centres undefined)	-5.7%[86.2 µM]
CCOc1ccc(-c2nn(-c3ccccc3)cc2C2NC(=O)NC(C)=C2C(=O)OC(C)C)cc1C (centres undefined)	u
COC[C@@H]1CN(S(=O)(=O)c2cn(C)cn2)C[C@H]1c1ccccn1	-17.2%
C=Cc1ccc(CN2C(=O)N(c3cc(OC)cc(OC)c3)S(=O)(=O)c3ccccc32)cc1	-8.5%
O=C(NC1CCN(Cc2ccccc2)CC1)c1ccc(Cn2c(=O)c3ccccc3n(Cc3ccccc3)c2=O)cc1	u
O=C(N[C@H]1[C@H](O)[C@H](O)C[C@@H]1c1cccnc1)C1CCC1	17.8%[115 µM]
COc1ccccc1C(=O)N1CCn2c(nnc2-c2ccc(Cl)cc2)C1	1.4%[115 µM]
Cc1ccc(C)c(NC(=O)CN2CCN(S(=O)(=O)c3cccs3)CC2)c1	10.9%
Cc1ccc(CNC(=O)N2CCC(Cc3nc(-c4ccncc4)n[nH]3)CC2)cc1	-18.9%
N#CCCN(C(=O)CSc1nnnn1-c1ccc(O)cc1)c1cccc(Cl)c1	-20.6%
Cc1ccc(C)c(OCCn2cc(C(=O)C(F)(F)F)c3cc(Br)ccc32)c1	27.0%
CCCN1C(=O)c2ccccc2CC1(C)C(=O)NC1CCCCC1 (centres undefined)	1.6%
CC1=C(C(N)=O)C(c2ccccc2Br)n2ncnc2N1 (centres undefined)	8.6%
O=C(c1ccoc1)N1CCCn2cc(-c3ccccc3F)nc21	-13.0%
CCOc1cc(CNC(=O)c2ncoc2-c2cccs2)cc(OCC)c1OCC	u
CC1=NOC(C)(C(=O)N2CCCn3cncc3C2)C1 (centres undefined)	-18.6%
Cc1ccc(Cn2nnc3c(=O)[nH]c(C4CCCN(S(=O)(=O)c5ccc(F)cc5)C4)nc32)cc1 (centres undefined)	7.5%
Cn1nc(-c2ccccc2F)c2cc(C(=O)N3CCN(c4ccc(F)cc4)CC3)sc21	u
CCOCCCNC(=O)CSCc1nc(-c2ccc(OCC)cc2)oc1C	138.3%[activator]
Cc1ccccc1CNC(=O)Cn1cnc2c1c(=O)n(C)c(=O)n2C	-7.2%
CCCOc1ccc(C2CC(=O)Nc3c2c(C)nn3-c2nncc(-c3cccc(OC)c3)n2)cc1OC (centres undefined)	-21.7%
COC(=O)c1[nH]c(C)c(/C(O)=C2\C(=O)C(=O)N(CCCn3ccnc3)C2c2ccccc2F)c1C (centres undefined)	-2.9%
CC(=O)N1CCc2c(sc3c2c(=O)n(CCc2ccccc2)c(=O)n3Cc2ccccc2C)C1	70.8%[activator]
O=C(C1CC(=O)N(c2n[nH]c3cccc(F)c23)C1)N1CCSCC1 (centres undefined)	-15.3%
O=C1[C@@H]2C[C@@H](O)CN2C2(CN(Cc3ccc(OC(F)(F)F)cc3)C2)C(=O)N1Cc1ccccc1	12.9%
O=S(=O)(CCc1ccccc1)c1ccccc1	-0.5%
CCOC(=O)c1c(S(=O)(=O)N2CCC(C(=O)Nc3ccccc3OC)CC2)c(C)n(CC)c1C	-3.1%
CC(C)CCNC(=O)CSc1nc2ccsc2c(=O)n1Cc1ccccc1Cl	7.4%
O=C(CCC[C@@H]1[C@H]2CCCN3CCC[C@@H](CN1Cc1ccccc1)[C@@H]23)NCCCn1cccn1	22.4µM*
COc1cc(C(=O)NC2Cc3ccccc3C2)cc(OC)c1OC	6.6%
CCn1ncc(N2CCC(NC(=O)c3ccc(C)c(C)c3)CC2)cc1=O	5.7%
CCOc1cc2c(cc1NC(=O)c1cc(C)ccc1OC)OC(C)C2 (centres undefined)	-14.7%
Cc1ccc(S(C)(=O)=O)cc1NCc1c(F)cccc1Cl	7.3%
Oc1ccc(-c2nc(-c3ccccc3)cs2)cc1	u
CC(C)CCOP(=O)(c1ccc(N(C)C)cc1)C(Nc1ccccc1)c1ccc(N(C)C)cc1 (centres undefined)	-21.8%
COC(=O)c1ccc(NC(=O)CCOc2ccccc2)cc1	-14.8%
CC(=O)c1ccc(NC(=O)Cn2cc(C(C)=O)c3ccccc32)cc1	1.2%
CC1CC(C)CN(C(=O)C2CCN(S(=O)(=O)c3cccs3)CC2)C1 (centres undefined)	8.4%
CCCCOc1ccc2cc(C(=O)N3CCC(C(N)=O)CC3)[nH]c2c1	23.9%
CC1CCN([C@@H]2[C@H](O)[C@H](CO)O[C@@H]2CNC2CCCCC2)CC1	u
CCc1ccc(Nc2ccc3cc(S(=O)(=O)N4CCCC4)ccc3n2)cc1	u
COC(=O)[C@H](Cc1ccc(OC)cc1)NC(=O)[C@@H]1CN(S(C)(=O)=O)CCN1S(=O)(=O)c1ccccc1	3.6%

Entries above shown as hits in KDM5B inh:
Molecule	KDM5B inh
COCc1nnc2n1CCC(NC(=O)c1n[nH]c3ccccc13)CC2 (centres undefined)	28.2µM*
O=C(CCC[C@@H]1[C@H]2CCCN3CCC[C@@H](CN1Cc1ccccc1)[C@@H]23)NCCCn1cccn1	22.4µM*

Next entries.
Molecule	KDM5B inh
COC1C(=O)N(C2CCN(C(=O)c3cccnc3)CC2)C12CCOCC2 (centres undefined)	-11.1%
c1cncc(CN2CCNc3cc(-c4cn[nH]c4)ncc3C2)c1	u
COc1ccccc1CNC(=O)CCc1ncc(-c2ccccc2)o1	17.9%
O=C(OCc1ccc(F)cc1)c1cc(S(=O)(=O)N2CCCCC2)ccc1N1CCOCC1	-1.0%
Cc1ccc(NC(=O)CN2C(=O)CCc3cc(S(=O)(=O)N4CCOCC4)ccc32)c(C)c1	-21.9%
CC(Oc1ccc2c(-c3ccccc3)cc(=O)oc2c1)C(=O)NCCN1CCOCC1 (centres undefined)	8.3%
Cc1noc([C@@H]2CN(S(=O)(=O)c3ccc(C#N)cc3)C[C@H]2C(N)=O)n1	13.4%
Cn1c(=O)c2c(ncn2CCC(=O)NCc2ccc(F)cc2)n(C)c1=O	13.0%
Cc1ccc(-c2cc(C(=O)N3CCN(S(=O)(=O)c4ccc(Br)s4)CC3)[nH]n2)cc1C	-12.2%
CCC(=O)N(C)CCc1cc2c(c(OC)c1/C=N/NC(=O)[C@H]1C[C@@H]1c1ccccc1)OCO2	9.0%
CCCn1nc(C(=O)NC(c2ccc(OCC)c(OCC)c2)C(C)C)c2ccccc2c1=O (centres undefined)	-8.6%
COc1cc(CNCc2ccccc2C)ccc1OCC(O)CN1CCC(O)CC1 (centres undefined)	u
Cc1ccc(C(C)NS(=O)(=O)c2cccs2)o1 (centres undefined)	15.9%
COc1ccc2c(CNCc3ccc(Cl)cc3)c(C(=O)O)n(Cc3ccccc3C)c2c1	21.4%
COc1ccc(OC)c(/C=C(/C#N)C(=O)C(C)(C)C)c1	-14.7%
COCCCNC(=O)N1CCCCCCn2c(nnc2-c2ccc(F)cc2)CC1	-9.0%
O=S(=O)(c1ccc2nc(N3CCN(c4cccc(Cl)c4)CC3)ccc2c1)N1CCCCC1	-12.2%
CN1CC(=O)N2C(c3ccc(Cl)cc3)c3[nH]c4ccccc4c3C[C@H]2C1=O (some centres undefined)	0.9%
COc1cccc(C(=O)N[C@@H]2CN(Cc3cccnc3)C[C@H]2CN(C)C)c1	-3.3%
O=C(CSc1ncnc2nc[nH]c12)Nc1cc(Cl)ccc1Cl	u
Cc1ccc(NC(=O)CN(Cc2ccccc2)S(=O)(=O)c2ccc3nc(C)sc3c2)c(C)c1	-14.6%
COc1ccc(CC(=O)Oc2ccc(Br)cc2Cl)cc1	-7.5%
CCc1ccc(-n2nc(C)c3c(C)cc(=O)n(CC(=O)Nc4ccc(C(C)=O)cc4)c32)cc1	-15.4%
CCN1CCN(C(c2ccccc2Cl)c2c(O)cc(C)n(CCOC)c2=O)CC1 (centres undefined)	-24.6%
COc1ccc(Br)cc1/C=C(/C#N)C(=O)C(C)C	-11.4%
CC(C)n1nc(C(=O)NCc2cccs2)c2ccccc2c1=O	-2.2%
COc1cc(Cl)c(C)cc1NC(=O)CCOc1cc(C)ccc1C	4.2%
Cc1sc(C2C(C#N)=C(N)N(c3ccc(Cl)cc3)C3=C2C(=O)CCC3)cc1CN1CCOCC1 (centres undefined)	u
N#Cc1ccc(NC2=NS(=O)(=O)c3ccccc32)cc1	u
CCOc1ccc(NS(=O)(=O)c2ccc(NC(=O)N3CCCC3)cc2)cc1	-14.7%
N#Cc1ccc(CN2CCCCCCNC(=O)CC2)cc1	u
CN1CCN(c2nc3c(c(=O)[nH]2)CCN(Cc2ccc(F)c(F)c2)CC3)CC1	9.1%
Cc1cccn2c(CNCCc3ccccn3)c(C(=O)N3CCOCC3)nc12	u
Cc1cccc(N(CC(O)CN2CCCC2)S(=O)(=O)c2ccccc2)c1 (centres undefined)	-7.5%
O=C(Nc1cccc(Cl)c1)c1nc2ccccc2nc1N1CCOCC1	-11.5%
N#Cc1cccc(NC(=O)CCC(=O)c2ccc3c(c2)OCCCO3)c1	12.9%
COc1ccc(CCc2nc3nccc(-c4ccsc4)n3n2)cc1OC	u
O=C(NCc1ccccc1Cl)c1ccc(CN2C(=O)NC3(CCOCC3)C2=O)cc1	-8.8%
O=C(O)c1c[nH]c2ncccc12	u
CN(C(=O)CSc1nc(C2CCCC2)nc2c1c(=O)n(C)c(=O)n2C)c1ccccc1	-4.5%
CCOC(=O)c1ccc2c(c1)N(Cc1cccc([N+](=O)[O-])c1)C(=O)c1ccccc1S2	4.8%
CSc1cccc(N2C(=O)N(Cc3ccc([N+](=O)[O-])cc3)c3ccccc3S2(=O)=O)c1	u
COc1ccccc1OCCNC(=O)c1ccc2c(c1)NC(=O)CS2	-18.6%
COC[C@@H]1[C@H](NC(=O)COc2ccc(-n3cnnn3)cc2)[C@@H]2CCO[C@H]12	-8.5%
Cc1noc(C)c1CC(=O)N1CCC2(CC1)N(c1ccccc1)C(=O)CS2=O (centres undefined)	26.0%
COc1cc(C(=O)Nc2ccc3nc(SCc4ccc(C)cc4)sc3c2)cc(OC)c1OC	u
COC(=O)C(NC(=O)C(NC(=O)C1CCC(C)CC1)C(C)C)C(C)C (centres undefined)	2.5%
Cc1cccc(OCCc2noc(C3CCCN3C(=O)c3cccc(C)c3)n2)c1 (centres undefined)	19.8%
Cc1ccccc1C(=O)OCc1cc(=O)n2nc(C(C)C)sc2n1	-2.6%
OCCNC(=S)Nc1ccc(F)cc1	4.1%
NC(=S)Nc1ccc(Cl)c(Cl)c1	-20.4%
CCc1cccc(NC(=O)Cn2c(=O)n(-c3ccccc3C)c(=O)c3c2c2cc(C)ccc2n3C)c1	i
CN(Cc1cn[nH]c1-c1ccc(F)cc1)C(=O)c1ccccc1C1CCNC1 (centres undefined)	u
O=C(NC1CCCCC1)N1CCCC1c1noc(COc2ccc(F)cc2)n1 (centres undefined)	-4.8%
Cc1cc(SCC(=O)N(C)C)nc2c(C)cccc12	-12.5%
CN1CCc2nc(NC(=O)CN3C(=O)COc4ccccc43)sc2C1	u
COc1ccccc1C(=O)Nc1ccc2oc(C)nc2c1	10.7%
CC(C)=CC(=O)N(Cc1cccs1)C1CC1	17.5%
Cc1cccc(OC[C@H]2C[C@@H](NC(=O)c3c(-c4ccccc4)noc3C)[C@H](O)[C@@H]2O)n1	6.0%
O=C(Nc1ccc(N2CCCCCC2)c(C(=O)O)c1)c1ccccc1Cl	-11.9%

Structural class: the compounds so far with a furan ring, fused or not.
Molecule	KDM5B inh
O=C(c1ccoc1)N1CCCn2cc(-c3ccccc3F)nc21	-13.0%
Cc1ccc(C(C)NS(=O)(=O)c2cccs2)o1 (centres undefined)	15.9%

Next part.
Molecule	KDM5B inh
O=C(Nc1cc(Cl)cc(Cl)c1)c1cc(S(=O)(=O)N2CCC3(CC2)OCCO3)ccc1F	u
O=C(c1ccccc1)c1ccc2nc(N3CCN(c4ccccc4)CC3)c3nncn3c2c1	-21.1%
O=C1/C(=C\c2ccc(O)c(O)c2)SC(=S)N1Cc1ccccc1	u
CCS(=O)(=O)N1CCc2cc(C(=O)NCc3ccccc3Cl)ccc21	u
COc1cc(-c2ccno2)ccc1S(=O)(=O)N1CCN(c2ccccc2)CC1	u
COc1ccc(OC)c(CN2CCCCCC2c2cccs2)c1 (centres undefined)	10.7%
COCCN1C[C@H]2CN(C(=O)c3ccc(C(F)(F)F)cc3)CCN2C1=O	-12.6%[86.2 µM]
COc1ccc(OC)c(S(=O)(=O)N2CCCCCCNC(=O)CC2c2ccccc2)c1 (centres undefined)	-2.1%
CN(Cc1cccc(OCC(O)CN2CCOCC2)c1)Cc1ccc2nonc2c1 (centres undefined)	27.0%
Cc1noc(C)c1Cc1ccc(C(=O)N(C)C2CCc3nnc(C)n3CC2)o1 (centres undefined)	-3.6%
O=C1CCCCC(C(=O)NCCN2CCOCC2)N1 (centres undefined)	25.4%
CCCc1nnc(NC(=O)c2cc(=O)c3cc(C)ccc3o2)s1	15.1%
